ADAM10 inh: human ADAM10 inhibitors, primary screen, biochemical, QFRET, HTS | 370,000 tested, 0.62% active | inhibition, % at 7 µM | Disintegrin and metalloproteinase domain-containing protein 10 (Homo sapiens), O14672 | recombinant ADAM10, EDANS/DABCYL FRET peptide cleavage, 3 h;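 active = inhibition above a per-campaign cutoff equal to the mean of compounds falling between control-based bounds plus 3 SD, cut at about 20% in these data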;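 also: 0% = DMSO wells while the 100% control is not disclosed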
ASAP1 inh: inhibitors of human ASAP1 ArfGAP activity, primary screen, biochemical, fluorescence polarization; ASAP1-stimulated ARF1 GTP hydrolysis, GDP FP detection; AID 624377, 2012; inhibition, % at 16.5 µM; 360,000 tested, 0.19% active; in the data active = inhibition above about 25%;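 also: 0% = vehicle with enzyme and substrate and 100% = no enzyme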
LEDGF integ inh: blockers of LEDGF/p75-dependent integrase strand transfer – biochemical, TR-FRET, high throughput, primary screen. HIV-1 integrase (with human LEDGF/p75). TR-FRET IN-LEDGF/p75 DNA integration, Eu/Cy5. inhibition, % at 3.7 µM. 370,000 tested, 0.64% active. AID 743269, 2014;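 active = inhibition above the screen-wide mean plus 3 SD, cut at about 13% in these data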;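 also: signal is the Cy5 over europium emission ratio at 671 and 618 nm; 0% = plate median of compound wells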
Tn7 DDE FP: inhibitors of Tn7 peptide binding to fibrin DD(E), primary screen, biochemical, fluorescence polarization, human fibrin, Tn7 probe; Fibrinogen beta chain (Homo sapiens), P02675; 370,000 tested, 0.13% active; FP displacement of FITC-Tn7 peptide from fibrin DD(E); 0% = median of compound wells per plate; inhibition, % at 8.3 µM; AID 720508, 2013;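 active = inhibition above the mean of compounds falling within the control limits plus 3 SD of them, cut at about 14% in these data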;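 also: 0% = plate median of compound wells and 100% = 10 µM Aha-Tn7 peptide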
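assay system = human clot-derived fibrin DD(E) complex | quantity = Fibrin-DD(E) at 2 µM final | timing = 10 min preincubation, 3 h with tracer, room temperature | signal = fluorescence polarization | measure = percent inhibition | benchmarks = high control wells with 10 µM unlabelled Aha-Tn7 peptide (full inhibition) | replicates = singlicate testing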
ARFGAP1 inhibitor: inhibitors of rat ARFGAP1 GAP activity, primary screen, biochemical, fluorescence polarization, GDP tracer. inhibition, % at 16.5 µM. 360,000 tested, 0.26% active. ADP-ribosylation factor GTPase-activating protein 1 (Rattus norvegicus), Q62848. Arfgap1-stimulated ARF1 GTP hydrolysis, GDP FP detection;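 active = inhibition above a per-plate limit, mean inhibition of low control wells plus 3 SD, cut at about 25% in these data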;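 also: 0% = DMSO wells with enzyme and 100% = wells lacking Arfgap1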
Target sequence (Q62848 1-136 limits assumed): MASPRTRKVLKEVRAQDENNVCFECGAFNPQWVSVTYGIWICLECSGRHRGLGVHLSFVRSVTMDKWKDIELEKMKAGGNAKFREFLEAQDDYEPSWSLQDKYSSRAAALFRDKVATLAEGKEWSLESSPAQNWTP
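Material: rat Arfgap1 GAP domain (His6, aa 1-136), purified enzyme. Also added: human ARF1(Δ1-17)-GTP substrate. Compound dosing: 16.5 µM single point, 1.26% DMSO. Timing: enzyme reaction 120 min at 25 °C after 20 min preincubation. Signal: GDP detection by fluorescence polarization. Read-out basis: percent inhibition of GAP-stimulated GDP formation, scaled between DMSO and no-Arfgap1 medians.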
DDE Tn6 FP inh: inhibitors of Tn6 peptide binding to fibrin DD(E), primary screen, biochemical, fluorescence polarization, human fibrin, Tn6 probe; Fibrinogen beta chain (Homo sapiens), P02675; Fibrin DD(E) TRITC-Tn6 fluorescence polarization displacement; inhibition, % at 8.3 µM; 370,000 tested, 0.21% active; AID 720509, 2013;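 active = inhibition above a per-campaign cutoff: mean of compounds within control limits plus 3 SD, cut at about 15% in these data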;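 also: 0% = median of all compound wells on the plate and 100% = blocking peptide control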
proKLK7 act: proKLK7 zymogen activators, primary screen, biochemical, fluorescence intensity; activation, % at 7 µM; purified proKLK7, EDANS-DABCYL substrate fluorescence; 100% is mature enzyme control, 0% vehicle; 370,000 tested, 0.9% active;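 active = activation above the mean of all tested compounds plus 3 SD, computed per campaign excluding outliers beyond control limits, cut at about 13% in these data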
Target sequence (P49862 whole entry, looked up): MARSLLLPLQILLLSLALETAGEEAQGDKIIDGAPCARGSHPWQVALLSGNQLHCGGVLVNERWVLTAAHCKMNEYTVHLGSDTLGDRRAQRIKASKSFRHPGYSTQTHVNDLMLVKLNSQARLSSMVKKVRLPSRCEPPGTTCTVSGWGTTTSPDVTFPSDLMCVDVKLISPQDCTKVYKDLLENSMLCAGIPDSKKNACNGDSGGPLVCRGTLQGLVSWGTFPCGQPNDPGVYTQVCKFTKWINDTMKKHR
PLCg1 inh: PLC-gamma1 enzyme inhibitors, primary screen, biochemical, fluorescence, purified enzyme. 1-phosphatidylinositol 4,5-bisphosphate phosphodiesterase gamma-1 (Homo sapiens), P19174. fluorogenic substrate. inhibition, % at 12.2 µM. 370,000 tested, 0.84% active; in the data active = inhibition above about 9.5%
TDP2 absorb: human TDP2 enzyme inhibitors, primary screen, biochemical, epi absorbance, recombinant enzyme; T5PNP hydrolysis, p-nitrophenol absorbance 415 nm; inhibition, % at 12.8 µM; 370,000 tested, 0.34% active; AID 720702, 2013;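 active = inhibition above the mean of all tested compounds plus 3 SD, set per campaign, cut at about 25% in these data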;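 also: 0% = DMSO with enzyme and 100% = buffer with substrate but no TDP2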
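System: recombinant human TDP2 / Amount: 120 nM TDP2 per well / Also added: 5 mM T5PNP chromogenic substrate / Doses: 12.8 µM single point, 1% DMSO / Incubation: 2 h at 37 °C / Detection: p-Nitrophenol epi absorbance / Evaluation: % inhibition relative to enzyme-containing and enzyme-free wells / Repeats: singlicate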
ADAM17 inh: ADAM17 inhibitors, primary screen, biochemical, QFRET; recombinant ADAM17, EDANS/DABCYL FRET peptide cleavage; inhibition, % at 6.95 µM; 370,000 tested, 0.83% active; AID 720648, 2013;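 active = inhibition above the mean of compounds lying between control limits plus 3 SD, set per campaign, cut at about 8.5% in these data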;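 also: 0% = DMSO-only wells as the low control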
Target sequence (P78536 215-824 limits assumed): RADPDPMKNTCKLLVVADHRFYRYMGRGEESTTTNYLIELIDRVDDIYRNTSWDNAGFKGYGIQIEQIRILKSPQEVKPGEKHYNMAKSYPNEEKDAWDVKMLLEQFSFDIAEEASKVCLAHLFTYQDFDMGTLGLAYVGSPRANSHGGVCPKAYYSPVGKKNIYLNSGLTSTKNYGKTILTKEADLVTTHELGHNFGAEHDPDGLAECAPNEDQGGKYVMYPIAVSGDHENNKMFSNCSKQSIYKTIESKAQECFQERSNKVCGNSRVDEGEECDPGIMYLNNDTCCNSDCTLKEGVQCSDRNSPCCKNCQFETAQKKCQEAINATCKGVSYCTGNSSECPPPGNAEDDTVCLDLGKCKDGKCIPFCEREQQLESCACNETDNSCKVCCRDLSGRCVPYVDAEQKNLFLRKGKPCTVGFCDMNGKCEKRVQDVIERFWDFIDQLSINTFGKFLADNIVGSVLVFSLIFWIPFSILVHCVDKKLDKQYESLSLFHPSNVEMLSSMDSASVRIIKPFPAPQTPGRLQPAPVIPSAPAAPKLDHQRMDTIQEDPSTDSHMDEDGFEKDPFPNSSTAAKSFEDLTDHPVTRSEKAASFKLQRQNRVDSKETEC
An asterisk follows results filed as active; & = joins results of further samples.

LEDGF integ inh	DDE Tn6 FP inh	ADAM17 inh	Tn7 DDE FP	PLCg1 inh	ARFGAP1 inhibitor	ASAP1 inh	TDP2 absorb	proKLK7 act	ADAM10 inh	molecule
-1.4	4.7	-0.7	5.6	1.4	4.3	2.6	5.5	-0.6	-5.9	O=C(Cn1ccc2ccccc2c1=O)NCCC(=O)N1CCN(c2cccc(C(F)(F)F)c2)CC1
-0.8&1.9	9.7&-5.4	-3.1&-3.1	2.5&5.6	-6.3&-0.8	-3.7&-5.2	12.0&0.1	-3.2&-11.3	0.1&0.0	2.0&1.1	O=C(O)Cc1csc(-c2cccc(Oc3ccccc3)c2)n1
22.3*	5.2	0.3	5.2	-10.5	1.2	4.7	64.7*	1.0	3.3	O=C1C=C(N2CCOCC2)c2ccccc2C1=O
-2.3	-3.6	3.2	-1.7	2.0	-7.1	1.4	-5.8	1.0	-9.2	O=C(Nc1ccccc1C(=O)N1CCCCCC1)c1ccc(Cl)cc1
4.3	1.4	-3.1	-2.7	3.8	3.7	-9.9	0.1	1.2	-1.4	O=C(NCc1cccnc1)C(=O)N/N=C/c1ccccc1[N+](=O)[O-]
1.6	8.5	-10.2	-5.9	-176.3	-4.3	10.0	1.7	-12.1	-27.4	CCn1c2c(c3cc(OCC(C)C)ccc31)CCCC2=O
-1.9	-1.3	-3.5	0.6	-2.1	-5.5	-13.4	0.1	-0.1	-3.3	COc1ccc(OC)c(S(=O)(=O)N(C)CC(=O)N2CCN(c3ccccc3)CC2)c1
1.4	0.0	0.8	-1.3	-3.3	2.3	-6.8	-6.9	0.3	3.7	CC1CCN(C(=O)C(=O)c2cn(CC(=O)N3CCCCCC3)c3ccccc23)CC1

(more compounds)
LEDGF integ inh	DDE Tn6 FP inh	ADAM17 inh	Tn7 DDE FP	PLCg1 inh	ARFGAP1 inhibitor	ASAP1 inh	TDP2 absorb	proKLK7 act	ADAM10 inh	molecule
-0.7	-3.5	-1.5	4.3	-0.4	-8.2	-0.3	0.4	0.3	-1.3	CN(C)S(=O)(=O)c1ccc(C(=O)NCC2(N3CCCCC3)CCCCC2)cc1
-0.8	-1.8	-7.5	-3.1	-2.2	5.8	7.7	-2.4	0.1	-25.5	O=C(OCCCc1cc2ccccc2c(=O)o1)c1ccc(F)cc1
5.4	3.7	7.0	-1.6	8.0	10.8	11.0	-7.0	0.2	7.4	CC(C)NC(=O)C(=O)NCCN1CCN(S(=O)(=O)c2ccc(Cl)cc2)CC1
-3.5	-0.9	-1.4	12.6	2.5	-2.2	-10.9	11.0	0.6	5.2	Cc1ccc(N(C(=O)CCC(=O)Nc2cc(C)on2)C(C(=O)NC2CCCC2)c2cccs2)cc1 (centres undefined)
2.3	-2.4	1.2	-4.5	-7.4	11.7	-3.2	-3.5	-0.1	5.4	OCCCNc1nc(-c2ccc(Cl)cc2)nc2ccccc12
0.9	-6.0	-3.2	4.9	-2.3	2.3	-1.2	4.3	-0.1	2.0	COc1cccc(C(=O)COC(=O)CCCC(=O)NC2CCCCC2)c1
-1.4	1.4	-8.2	3.0	-1.1	1.1	-2.4	1.5	-0.5	-2.7	Cc1ccc(C(=O)OCC(=O)N2CC(=O)Nc3ccccc32)s1
-1.1	9.0	-0.8	0.1	-0.3	-0.6	1.8	3.6	0.1	-0.5	CSc1nnc2n(-c3ccccc3)c(=O)c3c4c(sc3n12)CCC4

Limited to DDE Tn6 FP inh (2 entries from above):
SMILES | DDE Tn6 FP inh
CC(C)NC(=O)C(=O)NCCN1CCN(S(=O)(=O)c2ccc(Cl)cc2)CC1 | 3.7
Cc1ccc(N(C(=O)CCC(=O)Nc2cc(C)on2)C(C(=O)NC2CCCC2)c2cccs2)cc1 (centres undefined) | -0.9

The list goes on:
LEDGF integ inh	DDE Tn6 FP inh	ADAM17 inh	Tn7 DDE FP	PLCg1 inh	ARFGAP1 inhibitor	ASAP1 inh	TDP2 absorb	proKLK7 act	ADAM10 inh	molecule
-2.6	-2.0	-50.0	-6.6	-6.6	2.5	4.0	-3.3	-0.7	-160.8	Cc1cc(C)n(-c2nc(NCC(C)O)c3c4c(sc3n2)CCCC4)n1 (centres undefined)
0.5	5.9	1.2	5.7	-0.1	8.2	-10.1	-7.2	-0.3	-0.5	O=C1C2C3C=CC(C3)C2C(=O)N1c1ccc2ccccc2n1 (centres undefined)
3.7	-3.4	-1.3	-0.6	1.6	0.7	12.0	1.7	0.5	-3.2	O=C1c2ccccc2C(=O)N1CCCCCCN1C(=O)c2ccccc2C1=O
-2.9	0.0	-82.6	-1.7	-60.2	3.3	-10.4	3.6	-11.2	-254.0	COc1ccc(C2(C)NC(=O)N(CC(=O)Nc3ccc(-c4nc5ccc(C)cc5s4)cc3)C2=O)cc1 (centres undefined)
5.6	2.3	-4.5	-2.1	1.2	2.7	5.5	-4.9	-0.5	1.4	CC(=O)Nc1ccc(C(=O)N2CCCc3ccccc32)cc1
-2.2	-2.5	-0.9	8.1	1.1	-5.2	4.7	-5.5	0.2	6.5	CC(=O)N1CCN(C(=O)CNc2cc(C(F)(F)F)ccc2OCC(F)(F)F)CC1
1.7	-6.7	-1.6	3.6	1.2	0.9	-2.2	0.6	0.0	1.5	O=C1CCC(=O)N1OCCOc1ccc(Cl)c2ccccc12
-2.9	0.1	-5.2	7.9	-0.2	-2.2	13.2	1.3	-0.4	6.7	CC(C)Oc1ccc(C(=O)NC(C)(C)CO)cc1

A few values from above.
CC(C)NC(=O)C(=O)NCCN1CCN(S(=O)(=O)c2ccc(Cl)cc2)CC1 – ADAM17 inh: 7.0
O=C(NCc1cccnc1)C(=O)N/N=C/c1ccccc1[N+](=O)[O-] – ARFGAP1 inhibitor: 3.7
Cc1ccc(C(=O)OCC(=O)N2CC(=O)Nc3ccccc32)s1 – ADAM17 inh: -8.2

Further records:
LEDGF integ inh	DDE Tn6 FP inh	ADAM17 inh	Tn7 DDE FP	PLCg1 inh	ARFGAP1 inhibitor	ASAP1 inh	TDP2 absorb	proKLK7 act	ADAM10 inh	molecule
-0.3	-3.4	-5.1	-3.0	-20.4	12.4	-4.3	9.3	0.4	-9.5	Clc1ccc(Cn2c(-c3cccnc3Cl)nc3ccccc32)cc1
2.3	7.1	0.9	-1.1	-0.9	-9.7	-1.6	0.4	0.0	-4.5	Cc1cc(C)nc(/N=C(\N)N(Cc2ccccc2)Cc2ccccc2)n1
3.5	-2.2	-1.1	5.7	0.0	-11.1	-11.6	35.1*	0.1	-6.3	O=C(COC(=O)c1ccc([N+](=O)[O-])s1)c1ccc[nH]1
-4.6	-0.6	3.5	1.2	-1.9	8.6	0.9	0.4	0.2	-4.8	CCOC(=O)C1CCCN(CC(=O)Nc2ccc(C(=O)Nc3ccccc3OC)cc2)C1 (centres undefined)
4.1	-2.9	1.9	-1.9	1.7	1.2	-8.2	-5.4	-0.5	11.6	CCn1ncc(Br)c1C(=O)Nc1ccc(Cl)cn1
-0.4	-6.6	0.6	-5.8	-2.1	10.8	3.4	16.3	-0.4	-2.0	O=C(COc1ncnc2sccc12)NC1CCCCC1
-2.1	1.5	0.7	-6.4	-1.4	2.0	2.8	-5.4	0.3	-3.5	O=C(OCC1COC(c2ccccc2)(c2ccccc2)O1)c1ccccc1 (centres undefined)
-0.9	8.6	0.0	11.7	1.6	-10.4	-9.5	-7.6	0.0	-9.0	CCOc1ccc(N(CC(=O)NCc2ccco2)S(C)(=O)=O)cc1

Going on with the list.
LEDGF integ inh	DDE Tn6 FP inh	ADAM17 inh	Tn7 DDE FP	PLCg1 inh	ARFGAP1 inhibitor	ASAP1 inh	TDP2 absorb	proKLK7 act	ADAM10 inh	molecule
0.6	-3.3	-1.4	0.6	1.6	14.2	2.2	-0.9	0.4	-0.7	COC(=O)CSc1nnc(-c2cnccn2)n1C
-5.9	5.2	0.6	3.8	-0.7	4.2	6.9	11.7	0.6	-1.6	O=C(NCc1ccc(F)cc1)c1cccnc1C(=O)O
2.5	1.3	0.6	-10.2	0.8	11.4	-3.6	3.8	-0.2	-1.8	CCOc1cccc2sc(N(CCN(CC)CC)C(=O)c3cccc(N4C(=O)CCC4=O)c3)nc12
6.0	2.2	-0.8	0.3	0.9	-5.8	-2.6	5.0	-0.3	-0.2	CCCc1cc(=O)[nH]c2nnc(SCC(=O)Nc3nnc(CC)s3)n12
-4.4	-6.6	-7.0	4.1	-2.3	-3.7	8.6	1.8	-0.2	-5.8	Cc1ccc(CNC(=O)COC(=O)CCC(=O)c2cccs2)cc1
-2.3	-8.9	-0.7	-2.0	-2.0	15.1	-5.5	-3.4	0.2	-6.7	COc1ccc(N2CCN(C(=O)c3ccccc3N(C)S(=O)(=O)c3ccccc3)CC2)cc1
2.4	0.8	1.2	-0.4	1.5	2.9	-4.2	16.2	-0.6	-1.9	CC(C)NC(=O)C1CCN(Cc2cccc(Oc3ccccc3)c2)CC1
-3.7	4.8	-1.5	6.3	0.8	-1.2	5.7	6.4	0.5	2.8	Cc1c(C(=O)N2CCCCCC2)c(S(=O)(=O)Nc2ccc(F)cc2)c(C)n1C

Rows are unselected, and some 4.2% of all compounds hit somewhere here.
